Screening data deposited in PubChem by Sanford-Burnham Center for Chemical Genomics.
H9c2 TAG inh = inhibitors of triacylglycerol accumulation. H9c2 cells, Nile Red lipid (TAG) fluorescence; cells loaded with 200 µM oleic acid. inhibition, % at 12.5 µM. 0.66% of 230,000 active. AID 651582;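 active = pattern-corrected inhibition of lipid staining of at least 50% with the nuclear-stain viability signal not falling by more than 50%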;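 also: 0% = DMSO wells and 100% = triacsin C control wells; some results filed as inactive read as strong as hits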
H9c2 TAG inh DAPI viability = recorded beside H9c2 TAG inh, whose call it bears; DAPI nuclei signal change (viability), lower = more cytotoxic, %;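 whole-well DAPI fluorescence read on a plate reader as a viability signal; minus 50 percent equals half of cells still viable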
Starred values were filed as active, the others as inactive. The list is partial; count on the stated rates, not on these rows.

SMILES	H9c2 TAG inh	H9c2 TAG inh DAPI viability
Cc1cccc(OCCNC(=O)c2cc(C3CC3)nc3c2cnn3C(C)C)c1	-1	-4
C/C=C(\C)c1nnc(NC(=O)c2ccco2)s1	4	7
Cc1ccc(S(=O)(=O)N2CCC[C@H]2C(=O)NC2CCCCC2)cc1	6	-11
CCc1nc2ccc(C(=O)Nc3cc(-c4ccccc4)ccc3OC)cn2c1N(CC)Cc1cccc(Br)c1	37	6
C/C(N)=C(/C#N)C(=O)COC(=O)[C@@H](NC(=O)c1ccccc1Cl)C(C)C	-8	5
O=C(COc1coc(CN2CCN(c3ccccc3F)CC2)cc1=O)NC1CCCC1	7	-3
Cc1ccc(CSCCNC(=O)CN(c2cccc([N+](=O)[O-])c2)S(C)(=O)=O)cc1	-5	-8
N#Cc1ccc(S(=O)(=O)N2CCCCC2c2cc(C(=O)NCc3ccccc3)no2)cc1 (stereo unspecified)	25	-5
CN(CCc1ccccn1)C(=O)CCC1CCCN(C(=O)c2ccc3c(c2)OCCO3)C1 (stereo unspecified)	-2	0
O=C(COC(=O)CCCc1nc2ccccc2s1)NC(=O)NCc1ccco1	-1	19
O=C(Nc1ccccc1N1CCOCC1)c1ccncc1	17	5
CC(=O)c1c(C)nc(C)nc1NC(=O)Cc1ccccc1	1	1
CCc1cccc(CC)c1NC(=O)CSc1nnc(C2CC2)n1N	6	-5
Cc1ccc(-c2cc(NC(=O)CSc3n[nH]c(N)n3)n(-c3ccccc3)n2)cc1	20	-10
COc1cc(C2NC(=O)NC(c3ccccc3)=C2C(C)=O)c(Cl)cc1OCC(=O)O (stereo unspecified)	-5	-1
NC(=O)C1Cc2ccccc2CN1C(=O)c1nn(Cc2ccccc2)c(=O)c2ccccc12 (stereo unspecified)	-28	2
CCN(C(=O)CSc1nc(C2CC2)n(-c2ccccc2)n1)C1CCS(=O)(=O)C1 (stereo unspecified)	-10	0
N=c1c2ccccc2nc2n1CCCCCCCCCCC2	-8	5
O=C(CCc1ccccc1)NCC(=O)N/N=C/c1ccc(O)cc1O	-2	-4
Cc1cc(N2CCOCC2)ccc1/C=C1\NC(=O)N(CC(=O)Nc2ccccc2C)C1=O	46	-15
COc1cc(CNC(C)c2ccccc2)cc(Cl)c1OCC(=O)Nc1ccccc1 (stereo unspecified)	19	17
CCn1c(SCc2ccc(C#N)cc2)nnc1-c1ccc(S(=O)(=O)N2CCCCC2)cc1	-21	3
Cc1ccccc1CNC(=O)C(=O)NCCC1CCCCN1S(=O)(=O)c1cccs1 (stereo unspecified)	25	-18
CCOC(=O)c1ccc(NC(=O)c2cc(S(=O)(=O)N3CCOCC3)cn2C)cc1	-7	-5
Cc1cc(OCCCCn2ccnc2)cc(C)c1Cl	-23	36
O=C(CNC(=O)c1ccccc1F)NC1CC1	-8	4
Clc1cccc(-c2ccc3ncnc(NCc4cccnc4)c3c2)c1	14	4
O=C(Nc1nc2ccccc2n1CCN1CCOCC1)c1ccc(COc2ccccc2Br)o1	7	1
CCC1(c2ccc(F)cc2)NC(=O)N(CC(=O)Nc2ccc(S(N)(=O)=O)cc2)C1=O (stereo unspecified)	11	-4
COc1cccc(C2CC(c3cccc(C)c3)n3ncnc3N2)c1 (stereo unspecified)	2	-1
Cc1ccc(C(=O)N/C(=C\c2ccc(C)o2)C(=O)O)cc1	-7	-1
COc1ccc(-c2csc(C(C)(O)c3ccc(F)c(F)c3)n2)cc1OC (stereo unspecified)	-6	8
COc1ccccc1CNC(=O)C(CCSC)NC(=O)c1cccc(S(=O)(=O)N2CCOCC2)c1 (stereo unspecified)	1	-2
C=CCNC(=O)c1cc(-c2ccncc2)nc2c(C)cc(C)cc12	14	26
COc1ccc(OC)c(NC(=O)COC(=O)CCCN=C2NS(=O)(=O)c3ccccc32)c1	31	-23
Cc1cc(NC(=O)COC(=O)[C@@H](NS(=O)(=O)c2ccccc2)C(C)C)no1	1	-6
OCCC1CN(Cc2cccn2-c2ccccn2)CCN1C1CCCC1 (stereo unspecified)	4	2
CCn1c(N)c(C(=O)NCc2ccc3c(c2)OCO3)sc1=S	-47	-1
COc1ccc(-c2[nH]ncc2/C=N\NC(=O)c2ccc(Br)o2)cc1OC	-10	2
O=C(Cc1ccc(F)cc1)N1CCOCC1	-5	1

Record cards, as listed above.
Profile of `O=C(Nc1ccccc1N1CCOCC1)c1ccncc1` → H9c2 TAG inh: 17; H9c2 TAG inh DAPI viability: 5
Profile of `Cc1ccc(S(=O)(=O)N2CCC[C@H]2C(=O)NC2CCCCC2)cc1` → H9c2 TAG inh: 6; H9c2 TAG inh DAPI viability: -11
Profile of `Cc1ccc(C(=O)N/C(=C\c2ccc(C)o2)C(=O)O)cc1` → H9c2 TAG inh: -7; H9c2 TAG inh DAPI viability: -1

Later entries.
SMILES	H9c2 TAG inh	H9c2 TAG inh DAPI viability
O=C(NCCCn1ccnc1)C(=O)Nc1ccccc1	3	-7
COc1ccc(-c2ccc3c(c2)C2CC3CCN2C(=O)C(C)(C)C)cc1 (stereo unspecified)	0	-9
Cc1ncc(COCc2ccccc2)c(CO)c1OCc1ccccc1	-26	-8
c1ccc(Cn2nc(-c3ccccc3)nc2-c2ccccc2)cc1	0	-2
O=C(c1cc(COc2ccc(F)cc2F)on1)N1C[C@H]2CC[C@H]1C2	9	0
CC(C)(C)c1ccc(OCCCNC2CCCC2)cc1	3	15
CCCCCCN(C(=O)CCCCCN1C(=O)NC(c2ccc([N+](=O)[O-])cc2)C(C(=O)OCc2ccccc2)=C1C)C(C(=O)NCCCC)C1CCCCC1 (stereo unspecified)	66*	-17*
Fc1ccc(Br)cc1/C=N/n1cnnc1	-12	-2
Nc1nc(SCc2ccccc2Cl)ns1	5	10
CC(=O)Nc1cnc(/C=C\CCCO)cn1	5	1
Cc1onc(-c2c(F)cccc2Cl)c1C(=O)N1CCSCC1	4	-5
CN(C)CCNc1c2c(nc3ccccc13)CCC2	10	5
O=C(Nc1cc(S(=O)(=O)N2CCOCC2)ccc1N1CCCCC1)c1ccccc1Br	-4	-3
CCOC(=O)C1=C(C)N(CCCCCC(=O)O)C(=O)NC1c1ccccc1Cl (stereo unspecified)	-8	9
c1csc(CNCc2ccncc2)c1	4	11
CCCCC(=O)C1CCN(Cc2ccccc2)CC1	7	-5
CC(C)NC(=O)CN(C(=O)CCC(=O)Nc1ccccn1)c1ccc(F)c(Cl)c1	-3	-6
O=C(CSc1nc2[nH]c(=O)cc(O)c2s1)NCCc1ccccc1	-3	4
O=C(Nc1nc(-c2ccccn2)cs1)c1ccc(Br)s1	-44	5
CN(C)C(CNC(=O)c1cc2ccccc2o1)c1ccco1 (stereo unspecified)	-1	-2

Six entries picked at random from those above, as already listed:
SMILES	H9c2 TAG inh	H9c2 TAG inh DAPI viability
O=C(Nc1nc(-c2ccccn2)cs1)c1ccc(Br)s1	-44	5
CC(C)(C)c1ccc(OCCCNC2CCCC2)cc1	3	15
c1ccc(Cn2nc(-c3ccccc3)nc2-c2ccccc2)cc1	0	-2
Cc1ncc(COCc2ccccc2)c(CO)c1OCc1ccccc1	-26	-8
CCOC(=O)C1=C(C)N(CCCCCC(=O)O)C(=O)NC1c1ccccc1Cl (stereo unspecified)	-8	9
Fc1ccc(Br)cc1/C=N/n1cnnc1	-12	-2

Next records
SMILES	H9c2 TAG inh	H9c2 TAG inh DAPI viability
COc1ccc(C(=O)OCC(=O)N2C(C)CCCC2C)cc1S(=O)(=O)N1CCOCC1 (stereo unspecified)	0	4
COc1cc(C=O)ccc1OCCCOc1ccccc1C(=O)O	13	-21
COc1ccccc1CNc1ccc2nnc(CCNC(=O)c3ccc(C)cc3)n2n1	11	-11
Cc1nnc(SCC(=O)NC2CCCC2)n1-c1ccccc1	8	-8
Cc1ccc(C(=O)OC(C)CN2CCOCC2)cc1 (stereo unspecified)	37	-30
Cc1nc2ccccc2c(=O)n1NC(=O)c1ccccc1[N+](=O)[O-]	-5	2
O=C(CSC1=NS(=O)(=O)c2ccccc2N1)Nc1cccc(F)c1	9	0
CN(CC(=O)Nc1ccccc1Br)C(=O)CNC(=O)c1ccco1	-7	-3
c1ccc2c(c1)CCN(C1=Nc3cccc4cccc1c34)C2	-15	56
COCCN(C(=S)Nc1ccc(C)cc1)C(C)c1ccco1 (stereo unspecified)	-11	9
O=C(Cc1ccccc1[N+](=O)[O-])NC1CC2CCC1C2 (stereo unspecified)	-5	2
Cc1cc(C(=O)NC2CCCCC2)on1	3	-4
COc1cccc(C(O)c2nc(-c3cccc(CO)c3)cs2)c1 (stereo unspecified)	-9	8
CCOc1ccc2nc(NC(=O)Cc3cccs3)sc2c1	64*	-14*
Cc1ccc(NC(=O)CSc2nnc(C3CCCCC3)n2N)cc1F	-17	1
Cn1c(=O)c2[nH]c(C3CCC3)nc2n(C)c1=O	3	9
CN(C)c1ccc(CNC(=O)C2(C)Cc3c(-c4ccc(N(C)C)cc4)ccnc3O2)cc1 (stereo unspecified)	19	2
O=C(NCC1CCCN1S(=O)(=O)c1cccs1)c1c(F)cccc1F (stereo unspecified)	11	-4
CCNc1nc(NC(C)C)nc(N(C#N)Cc2ccccc2)n1	4	-5
CC1CN(Cc2ccccc2)C(C)CC1O (stereo unspecified)	-3	0
CN1CCN(c2ncnc3c2ncn3[C@H]2CN(Cc3ccc(F)cc3)C[C@@H](CO)O2)CC1	5	-4
Cc1c(NC(N)=O)c(=O)n(-c2ccccc2)n1C	10	-8
CCOC(=O)C1=C(C)NC(=S)N(C=O)C1c1ccccc1 (stereo unspecified)	7	0
Cc1noc2ncnc(Oc3ccc(C(C)(C)C)cc3)c12	-4	1
COc1ccccc1N/C(N)=N/c1nc(C)cc(C)n1	-9	-5
O=C1CCCCc2sc(Br)c([N+](=O)[O-])c2N1	-5	-1
O=C(N/N=C/C=C/c1ccccc1)C1CC1c1ccccc1 (stereo unspecified)	-19	7
CSc1nsc(SCc2ccc(F)cc2)n1	-9	0
C=CCNC(=O)c1onc(CSc2ccc(C(C)C)cc2)c1C(=O)O	12	-4
Cc1ccc(CNC(=O)C23CN(Cc4ccccc4)CC2C(c2cccc([N+](=O)[O-])c2)=NO3)cc1 (stereo unspecified)	-6	0
O=C1NC(c2ccc(Cl)cc2)Oc2ccccc21 (stereo unspecified)	1	-5
CCCCc1noc(-c2c(-c3ccccc3Cl)noc2C)n1	-12	2
O=S(=O)(c1ccc(Br)c2ccccc12)N1CCOCC1	-9	-3
CC1CN(S(=O)(=O)c2ccc(C(=O)Nc3nnc(-c4ccc5c(c4)CCCC5)o3)cc2)CC(C)O1 (stereo unspecified)	0	10
CC[C@@H](C)CN1C(=O)N[C@@H](CCc2ccccc2)C(C(C)=O)=C1C	3	-5
Cc1ccc(S(=O)(=O)NCC(=O)OCC(=O)Nc2cccc(S(=O)(=O)N3CCOCC3)c2)cc1	7	-7
O=S(=O)(Nc1ccc2nc(N3CCOCC3)sc2c1)c1ccccc1	-7	0
O=c1cc(CN2CCC3(CC2)OCCO3)c2c(ccc3ccccc32)o1	-75	5
O=C1C2CCCCN2C(=O)N1CCN1CCN(c2ccc([N+](=O)[O-])cc2)CC1 (stereo unspecified)	-11	0
O=C(CN1CCc2ccccc2C1)c1cccs1	-6	12
CC1=NN(C(C#N)c2ccccc2)C(c2ccccc2)C1 (stereo unspecified)	-4	7
COc1cc(C=C(C#N)c2ccc([N+](=O)[O-])cc2)ccc1O	4	-10
NC(=O)c1sc2cc(C(F)(F)F)cnc2c1-c1cccs1	15	-17
Cc1ccc2c(c1)nnn2C1CCN(C(=O)C2CCCCC2)CC1	-12	14
Cc1cn2c(=O)c(C(=O)N3CCN(c4ccccc4F)CC3)cnc2s1	21	-6
CCOc1ccccc1C(=O)NCC(=O)NNC(=O)c1cccc(S(=O)(=O)Nc2ccc(OC)cc2)c1	8	-2
COc1ccc(S(=O)(=O)N2CCCCCC2)cc1C(=O)N(C)CCOc1ccc(Cl)cc1	-8	-7
CC(/C=C/c1ccccc1)=N/NC(=O)Cn1nnc(N)n1	15	-3
CCC(C(=O)NC(C)(C)C)N(C(=O)c1ccc(Cl)nc1)C1CCCC1 (stereo unspecified)	-21	0
COc1ccc(N2CCN(C(=O)CN3c4cccc5cccc(c45)S3(=O)=O)CC2)cc1	7	-5
CN1CCc2c(sc3c2C(=O)NC(/C=C\c2ccccc2)N3)C1 (stereo unspecified)	-4	2
CCN(C(=O)COC(=O)c1cc(=O)c2ccccc2o1)c1c(N)n(Cc2ccccc2)c(=O)[nH]c1=O	19	-4
O=C(CCCN1C(=O)c2ccccc2C1=O)Nc1c(C(=O)C2CC2)oc2ccccc12	-1	5
CN(C[C@H](CC1CCCCC1)N(C[C@H](Cc1ccccc1)N(CCc1ccccc1)N=O)N=O)N=O	-6	-10
O=C(CSCCO)Nc1ccc([N+](=O)[O-])cc1	7	0
CCOc1ccccc1Cn1c(=O)sc2ccccc21	2	9
CN(CCC#N)CC(=O)Nc1ccc(S(N)(=O)=O)cc1	17	-7
O=C(Nc1ccc(F)cc1F)NC1CCN(S(=O)(=O)c2ccc(F)cc2)CC1	3	-4
CCOc1cc(C(=O)NN2CCOCC2)cc(OCC)c1OCC	-4	-2
CC(=O)NC(CC(=O)N(C)Cc1cccc(Cl)c1Cl)c1ccccc1 (stereo unspecified)	5	6
Cc1ccc(Nc2cc(=O)[nH]c(=O)[nH]2)cc1Cl	-5	4
O=C(Nc1cccc(S(=O)(=O)N2CCCCCC2)c1)C1CC(=O)N(c2ccc3c(c2)OCCO3)C1 (stereo unspecified)	-25	4
